Compound activity deposited in PubChem BioAssay by Sanford-Burnham Center for Chemical Genomics.
mouse EphA4 binding – EphA4 ligand-binding antagonists – biochemical, colorimetric, mouse EphA4, primary screen (AID 689); EphA4-AP binding to KYL peptide, pNPP A405; higher % means a stronger effect; one-dose inhibition, % at 10 µM; IC50 in µM for titrated hits; 62,000 tested, 0.1% active; in the data active = a potency from the dose series; inactive = the rest, 99 in 100 with inhibition below about 22%
Starred values were filed as active, the others as inactive.

SMILES | mouse EphA4 binding
CCS(=O)(=O)Nc1c(C)n(C)n(-c2ccccc2)c1=O | -9.8%
COc1ccc(-n2nc(C(=O)NCC(=O)NCC3CCCO3)c3ccccc3c2=O)cc1Cl (stereo unspecified) | -5.5%
Nc1nc(-c2ccccc2)cn1N | 6.5%
O=C(O)c1cccnc1-c1ncccc1C(=O)O | 5.3%
Cc1cc(C)cc(N(CC(=O)Nc2c(C)n(C)n(-c3ccccc3)c2=O)S(C)(=O)=O)c1 | -8.7%
CCC(=O)c1ccc(N2CCN(C(=O)c3cc([N+](=O)[O-])ccc3N3CCN(C)CC3)CC2)c(F)c1 | -9.2%
CCOc1ccc(S(=O)(=O)N(CC(=O)Nc2cc(C)cc(C)c2)c2ccc(C)cc2)cc1 | -4.1%
CC(=O)c1cnc(SCCN2C(=O)c3ccccc3C2=O)nc1C | -7.1%
O=C1C(=O)N(Cc2ccccc2)C(c2ccc(Br)cc2)/C1=C(/O)c1ccccc1 (stereo unspecified) | -5.6%
O=C(CN(CCc1ccccc1)C(=O)CNS(=O)(=O)c1ccc(F)cc1)NCc1ccco1 | -11.2%
COc1cccc(/C=N/NC(=O)CSCC(=O)Nc2ccccc2)c1O | -18.3%
N#CCCN1CCN(C(=S)c2ccc(-c3cc(Cl)ccc3Cl)o2)CC1 | 3.6%
CCn1c(C(=O)N2CCCC(C(=O)NCCc3ccc(C)cc3)C2)cc2sccc21 (stereo unspecified) | -11.7%
CCc1ccccc1NC(=O)Cn1nnc(-c2cccs2)n1 | -20.6%
O=C(CSC(=S)N1CCOCC1)Nc1nc(-c2ccccc2)c(-c2ccccc2)o1 | -6.9%
CCCCOC(=O)C1=C(C)NC2=C(C(=O)CCC2)C1c1cc(OC)ccc1OC (stereo unspecified) | -0.6%
C=CCNC(=O)c1onc(CSc2ccc(C)c(C)c2)c1C(=O)O | -11.8%
Cc1cc(O)c(C(C)C)cc1N=C1CSC(=O)N1 | 1.2%
CCc1nnc(NC(=O)COC(=O)CN2C(=O)c3ccccc3C2=O)s1 | -11.9%
O=C1CSC(=S)N1c1cccc(Br)c1 | 8.1%
CC1(C)CC(=NO)CC(C)(C)N1 | 2.2%
Cc1cccc(C)c1NC(=O)CSc1nnc([C@@H]2CCCN2C(=O)OC(C)(C)C)o1 | -1.2%
C=C1C(C(=O)N2CCN(C)CC2)C1C(=O)N1CCN(C)CC1 (stereo unspecified) | 12.4%
Cc1nc(-c2coc3cc(OCC(=O)O)ccc3c2=O)cs1 | -2.0%
COc1ccc(NC(C)C(=O)Nc2ccc(C#N)cc2)cc1Cl (stereo unspecified) | -5.7%
COc1ccc(NC(=O)COC(=O)CCCc2c[nH]c3ccccc23)cc1OC | -4.1%
CCSc1nnc(NC(=O)CCc2ccccc2)s1 | 2.4%
COc1ccc(C)c2sc(N3CCCC3)nc12 | -7.3%
Cc1ccc(N=C2SCCCN2C(=O)c2ccco2)cc1Cl | -13.3%
Cc1cccc(C)c1OCCCCn1cnc2ccccc2c1=O | -10.0%
COC(=O)c1cccc(NS(C)(=O)=O)c1C | 6.4%
CCOC(=O)c1cc2c(n(-c3ccc(C)cc3)c1=O)CCCC2=O | -2.6%
CN(CCO)c1c2c(nc3cc(-c4cccc(F)c4)nn13)CCCC2 | -1.3%
Cc1ccc(C(=O)/C=C/c2ccccc2OCc2ccccc2)cc1 | -5.4%
COCCCNc1nc(-c2ccncc2)nc2ccccc12 | -3.7%
Cc1ccc(NC(=O)CSc2ncn[nH]2)cc1 | -11.0%
O=C(C1COc2ccccc2O1)N1CCN(c2ccccc2)CC1 (stereo unspecified) | -10.5%
O=C(O)CCc1nc2cccnc2n1Cc1ccccc1 | 3.8%
Cc1ccc(Cl)cc1N(Cc1ccc(C(=O)NCc2cccnc2)cc1)S(=O)(=O)c1ccccc1 | 3.0%
Cc1cccc(C(=O)NCCN2CCN(c3ccccc3)CC2)c1 | -6.6%
O=C(Nc1ccccn1)c1cc(-c2ccc(Cl)c(Cl)c2)nc2ccccc12 | 6.0%
CCCCC1CCC(C(=O)NCc2ccc3c(c2)OCO3)CC1 (stereo unspecified) | -5.6%
COc1cccc(CNC(=O)Nc2cccs2)c1 | -10.6%
CCOC(=O)c1[nH]c2cc(OC)c(OC)cc2c1NC(=O)CN(C)C1CCCCC1 | -16.1%
CC(C)CC(c1nnnn1CC1CCCO1)N1CCN(c2nc3ccccc3s2)CC1 (stereo unspecified) | -4.7%
CC(=O)Nc1ccc(NC(=O)C2CCCN(c3nnc(-n4cccc4)s3)C2)cc1 (stereo unspecified) | -10.7%
CCCn1c(N)c(Sc2ccccc2)c(=O)n(CCC)c1=O | -7.9%
O=c1cc(N2CCN(Cc3ccccc3)CC2)[nH]c(=O)n1Cc1ccc(F)cc1 | -9.6%
CN(C)C(/C=C/Nc1ccc(F)cc1)=C(C#N)C#N | -12.8%
O=C(CSc1n[nH]c(-c2ccncc2)n1)NC1CCS(=O)(=O)C1 (stereo unspecified) | 4.5%
O=C(CSc1nnc(-c2ccncc2)n1-c1ccc(Cl)cc1)NCc1cccs1 | -16.5%
Brc1ccc(-c2csc(N3CCC(c4ccccc4)C3)n2)cc1 (stereo unspecified) | 6.2%
C=CCn1c(SCC(=O)N2CCOCC2)nc(O)cc1=O | 0.6%
Cc1c(C#N)c(=O)oc2ccc3ccccc3c12 | -9.2%
Cc1cccc(NC(=S)NCc2ccccn2)c1 | -11.2%
Cc1cc(C)nc(SCCC(=O)Nc2ccccc2C)n1 | -1.0%
Fc1ccc(OCc2nn3c(Cn4nnc5ccccc54)nnc3s2)cc1 | -3.1%
C/C(=C\C#N)n1nc(C)cc1N | -11.7%
O=C1C(=O)c2c(C(=O)c3ccccc3)coc2-c2ccccc21 | 13.6%
OC(CN1CCOCC1)CN(c1ccccc1)c1ccccc1 (stereo unspecified) | 2.9%
Other structures
SMILES | mouse EphA4 binding
CCOc1ccccc1NC(=O)NS(=O)(=O)c1ccc(C)cc1 | -8.5%
O=C1S/C(=C/c2ccccc2)C(=O)N1CC(=O)N1c2ccccc2Sc2ccc(Cl)cc21 | -7.8%
O=S(=O)(Nc1ccc2c3c(cccc13)CC2)c1ccc(F)cc1 | -6.7%
Cc1noc(C)c1S(=O)(=O)NC1CCN(Cc2ccccc2)CC1 | -4.5%
O=C(NC(=S)Nc1ccc(Cl)c(Cl)c1)c1ccco1 | 0.8%
Cc1cc(OCC(F)(F)C(F)(F)C(F)(F)C(F)F)nc(N)n1 | -14.5%
O=C(c1ccc(S(=O)(=O)N2CCCCC2)cc1)N1CCN(Cc2ccc3c(c2)OCO3)CC1 | -5.6%
Cc1nc(NC2=NCN(Cc3ccc4c(c3)OCO4)CN2)nc2ccccc12 | -5.7%
CCOC(=O)C1=C(N)OC2=C(C(=O)CCC2)C1c1ccccc1OCC (stereo unspecified) | -0.8%
O=C(c1ccccc1)c1nc2ccccc2n(CCCn2c(=O)c(C(=O)c3ccccc3)nc3ccccc32)c1=O | -7.8%
COc1ccc(S(=O)(=O)N[C@H](C(=O)N2CC[C@@]3(O)CCCC[C@H]3C2)c2ccccc2)cc1 | -18.6%
COc1ccc(-c2c(C)nn3c(N4CCN(Cc5ccccc5)CC4)cc(C)nc23)cc1OC | 17.1%
Fc1ccc(NCc2nnc(SCc3nnc(-c4ccccc4)o3)n2Cc2ccccc2)cc1 | 5.7%
Cc1cc(C)c(S(=O)(=O)c2ccccc2)c(OC(=O)c2cc(F)c(F)cc2Cl)n1 | -5.5%
Oc1ccccc1C1=Nc2ccccc2N=C(c2cccs2)C1 | 2.4%
O/N=C1\CCCc2nnc3c(c21)CCCC3 | -7.5%
Cc1cc(C)c(S(=O)(=O)NCc2cn3c(C)csc3n2)cc1C | 1.4%
COc1cc(OC)c(-c2nn3c(-c4cccnc4)nnc3s2)cc1OC | -6.8%
O=C(NC(Cc1ccc2c(c1)OCO2)C(=O)NC(Cc1ccccc1)C(=O)O)c1ccccc1 (stereo unspecified) | -2.9%
Clc1ncn(C23CC4CC(CC(C4)C2)C3)n1 | -9.8%
COc1cccc(CNC(=O)N[C@@H](CC(C)C)C(=O)O)c1 | -2.4%
CCC(C)[C@H](NC(=O)NCc1ccccn1)C(=O)OC (stereo partly specified) | -4.4%
COC(=O)c1cc(OC)c(OC)cc1N=CC1=C(O)CC(C)(C)CC1=O | -1.2%
COc1cccc(OCC(=O)NN=C2c3ccccc3-c3ccccc32)c1 | -12.9%
CCC(C)NC(=O)CC(c1ccc(OC)cc1)n1cccc1 (stereo unspecified) | -11.3%
COc1ccc(-c2nn(-c3ccccc3)cc2/C=c2\sc3nc(-c4ccc(Cl)cc4)nn3c2=O)cc1 | 1.8%
CC(C)NC(=O)NC(=O)CSc1nnc(COc2ccccc2F)n1C(C)C1CC2CCC1C2 (stereo unspecified) | -2.2%
O=c1oc2ccccc2n1Cn1c(=O)oc2ccccc21 | -6.3%
C=CCc1c(C)nc2cc(-c3cccc(C)c3)[nH]n2c1=O | -0.1%
Cc1noc(NS(=O)(=O)c2ccc(NC(=O)CSc3nc4c(cc3C#N)CCCC4)cc2)c1C | 2.6%
OCCCc1nc2n(n1)C(c1ccccc1)C=C(c1ccccc1)N2 (stereo unspecified) | -34.0%
CCCCCC(=O)Nc1nc(C)c(-c2csc(Nc3ccccc3OC)n2)s1 | 17.3%
CN(C(=O)c1ccc(S(=O)(=O)N2CCCC2)cc1)C1CCCCC1 | 0.9%
O=C1NCCCc2nc(Oc3ccccc3)sc21 | -12.6%
CCC(C)c1ccccc1OCC(=O)Nc1cc(C(=O)O)cc(C(=O)O)c1 (stereo unspecified) | -8.6%
CCOC(=O)N/N=C/c1ccccc1F | -9.1%
O=C(NCCc1ccccc1)c1noc2c1CCc1ccccc1-2 | 9.7%
CCc1ccc(OCC(=O)Nc2cc(S(=O)(=O)CC)ccc2O)cc1 | -7.8%
CCOc1ccc(C(=O)Nn2cnnc2)cc1 | 0.8%
COc1ccc(N2C(=O)[C@@H]3Cc4ccccc4CN3C2=O)cc1 | -28.5%
Cc1cccc2cc(CN(Cc3ccco3)C(=O)Nc3cccc(C#N)c3)c(Cl)nc12 | -2.8%
COc1ccc(NS(=O)(=O)c2ccc(N)c(C(=O)O)c2)cc1 | -7.9%
CN(CC(=O)N1CC=C(c2ccccc2)CC1)S(=O)(=O)c1cnc[nH]1 | -9.9%
CCn1c(CNC(=O)COc2ccc(C(C)C)cc2)nnc1SCC(=O)Nc1ccccc1 | -37.0%
Cn1ncc2c(Nc3cccc(C(=O)O)c3)ncnc21 | 6.4%
CCCN(CCC)C(=O)CSc1nc2n[nH]c(C)c2c(=N)n1-c1ccc(OC)cc1 | 9.2%
O=C1c2ccccc2C(=O)c2c1cccc2N1CCN(CCO)CC1 | -13.8%
CC12C=CC3(CN(Cc4ccccc4)C(=O)C3C1C(=O)NCc1ccco1)O2 (stereo unspecified) | -5.6%

Quoted from above (4 entries):
SMILES | mouse EphA4 binding
O=C(NCCc1ccccc1)c1noc2c1CCc1ccccc1-2 | 9.7%
CCc1ccc(OCC(=O)Nc2cc(S(=O)(=O)CC)ccc2O)cc1 | -7.8%
CCOc1ccc(C(=O)Nn2cnnc2)cc1 | 0.8%
COc1ccc(N2C(=O)[C@@H]3Cc4ccccc4CN3C2=O)cc1 | -28.5%

Next compounds.
SMILES | mouse EphA4 binding
CN(Cc1ccco1)C(=O)C(Cc1ccccc1)NS(=O)(=O)c1ccc2c(c1)CCC(=O)N2 (stereo unspecified) | 0.7%
COc1ccc(-c2[nH]ncc2/C=C(/C#N)C(=O)NC2CCCCC2)cc1 | -23.0%
Cc1csc(NC(=O)CSc2nnc(-c3ccco3)n2C)n1 | -25.1%
CC(=O)Nc1ccc(N2C(=O)CC(N3CC(C)OC(C)C3)C2=O)cc1 (stereo unspecified) | -6.5%
O=C(Nc1ccc(Br)cc1)C1CCC(=O)N1Cc1ccccc1Cl (stereo unspecified) | -5.5%
c1ccc(CCc2nc(-c3cccnc3)no2)cc1 | -3.6%
Cc1cccc(NC(=O)N(Cc2nc3ccccc3c(=O)[nH]2)C2CCCC2)c1 | -10.1%
O=C(CNC(=O)c1ccc(Cl)cc1Cl)NCC(=O)Nc1ccccc1N1CCOCC1 | -1.0%
CCCCOC(=O)C1C2C=C[C@]3(CN(C(C)c4ccc(OC)cc4)C(=O)[C@H]13)O2 (stereo partly specified) | -2.4%
Cc1cccc(OCC(=O)NC(=S)Nc2ccc(S(=O)(=O)NC3CCCCC3)cc2)c1 | -21.0%
CCOc1ccc(C(=O)Nc2ccc(OC)cc2)cc1[N+](=O)[O-] | -7.9%
CC(C)CNC(=O)c1ccccc1Oc1ccccc1 | 2.4%

Some of the entries so far, with each value named:
Fc1ccc(NCc2nnc(SCc3nnc(-c4ccccc4)o3)n2Cc2ccccc2)cc1
  mouse EphA4 binding = 5.7%

Cc1cc(C)c(S(=O)(=O)NCc2cn3c(C)csc3n2)cc1C
  mouse EphA4 binding = 1.4%

O/N=C1\CCCc2nnc3c(c21)CCCC3
  mouse EphA4 binding = -7.5%

Cc1c(C#N)c(=O)oc2ccc3ccccc3c12
  mouse EphA4 binding = -9.2%

3 entries already listed, arranged by the value under mouse EphA4 binding, descending:
SMILES | mouse EphA4 binding
CC(=O)Nc1ccc(N2C(=O)CC(N3CC(C)OC(C)C3)C2=O)cc1 (stereo unspecified) | -6.5%
Cc1cccc(NC(=O)N(Cc2nc3ccccc3c(=O)[nH]2)C2CCCC2)c1 | -10.1%
COc1ccc(-c2[nH]ncc2/C=C(/C#N)C(=O)NC2CCCCC2)cc1 | -23.0%

(next part)
SMILES | mouse EphA4 binding
Cc1ccc(-c2nnn(CC(=O)Nc3ccccc3N3CCOCC3)n2)cc1 | -10.6%
CCN1C(=O)C2C(C1=O)N1C(c3cccs3)C3C(=O)N(CC)C(=O)C3N1C2c1cccs1 (stereo unspecified) | -4.4%
Cn1c(N/N=C/c2cccs2)cc(=O)n(C)c1=O | -11.8%
CN(C(=O)CSc1nc(C2CC2)nc2ccccc12)c1nc(-c2ccccc2)cs1 | -9.5%
Cc1ccc(NC(=O)C2CCCN2S(=O)(=O)c2ccc3c(c2)CCC(=O)N3)cc1Cl (stereo unspecified) | -6.5%
Cc1sc(-c2ccncc2)nc1OC(=O)c1ccccc1 | 1.1%
Cc1cc2oc(=O)cc(CN3CCCc4ccccc43)c2cc1C | -15.8%
COc1cc2c(cc1OC)CN(C(=O)c1cc3ccccc3oc1=O)CC2 | -17.2%
CCCn1nnnc1NC(=O)c1cccs1 | -14.6%

This is a subset (hit frequency here may not be typical).
